Bioassay records: PubChem, NCI
All columns: NCI-60 one-dose screen, growth in % after 48 h at 10 µM unless noted; 100 = growth as untreated, 0 = no growth, -100 = all killed.
SF-295 – SF-295 CNS cancer cells | 5.6% of 79,000 active
HCT-116 – HCT-116 colon cancer; 7.3% of 82,000 active; AID 1794798
HCT-15 – HCT-15 colon cancer | 5.2% of 82,000 active
SF-539 – SF-539 CNS cancer | 6.8% of 81,000 active | AID 1794752
SW-620 – SW-620 colon cancer. 5.2% of 82,000 active. AID 1794795
SNB-19 – SNB-19 CNS cancer cells; 2.5% of 81,000 active; AID 1794751
KM12 – KM12 colon cancer cells; 5% of 82,000 active; AID 1794800
HCC-2998 – HCC-2998 colon cancer; 4.7% of 79,000 active
SNB-75 – SNB-75 CNS cancer; 5% of 79,000 active; AID 1794750
* hit, by the source's call; nt = no result given; & = joins results of further samples. Rule for the calls: active = growth percent below 10; inactive = the rest. Compounds were not picked by outcome; 11% or so of the library scored in one or more.

SMILES	SF-295	HCT-116	HCT-15	SF-539	SW-620	SNB-19	KM12	HCC-2998	SNB-75
Cn1ccc2c1CC1CN(Cc3ccccc3)C(=O)C1C2C(=O)O (stereo not given)	98	101	97	93	104	97	100	104	81
Clc1ccc(SCCSCCSc2ccc(Cl)cc2)cc1	99	98	96	94	108	103	101	99	91
Cc1ccc(S(=O)(=O)OCCN(CCOS(=O)(=O)c2ccc(C)cc2)c2c[nH]c(=O)[nH]c2=O)cc1	112	108	100	96	110	100	116	128	92
O=S(=O)(Oc1ccc(Br)cc1)c1ccc(Cl)cc1	95	99	98	110	102	103	99	83	121
N#Cc1c(-c2ccco2)c(C#N)c(=O)n(-c2cccc(C(F)(F)F)c2)c1N	99	98	95	98	107	95	102	120	74
CCCCCCCNc1nc(C#N)ncc1-c1ccc(C(F)(F)F)cc1	97	96	100	nt	109	103	99	94	102
CC1=C(C(=O)c2ccccc2)C(c2ccc3ccccc3c2)n2c(nc3ccccc32)N1 (stereo not given)	104	55	84	24	nt	75	101	115	106
O=C(/C=C/C12c3ccccc3C(c3ccccc31)C1C(=O)N(c3ccc(C(=O)c4ccccc4)cc3)C(=O)C12)c1ccc(Br)cc1 (stereo not given)	94	57	73	78	62	78	78	98	85
COc1ccc(-c2cs/c(=N\N=C\c3ccc(Cl)cc3)n2C)cc1	82	83	85	95	92	93	94	98	83
C=Cc1c(C)cc(C)c(C)c1C	98	101	98	92	98	98	103	106	105
OC(c1ccc(Cl)cc1)(c1ccc(Cl)cc1)C(F)(F)Cl	94	86	93	100	94	100	101	92	80
O=C(CO)C1CC2C=CC1C2 (stereo not given)	102	98	107	106	102	102	102	104	100
CC(=O)c1ccc[n+](Cc2ccccc2)c1	98	102	103	95	106	95	100	103	99
Nc1cc(C(=O)Nc2ccc(C3=NCCN3)cc2)ccc1C(=O)Nc1ccc(C2=NCCN2)cc1	96	81	102	102	98	98	97	100	79
Cc1ccc2nc(CN(CCN(Cc3nc4ccc(C)cc4[nH]3)Cc3nc4ccc(C)cc4[nH]3)Cc3nc4ccc(C)cc4[nH]3)[nH]c2c1	-87*	-96*	-94*	-100*	-86*	-100*	-96*	-65*	-100*
CC(C)(C)OC(=O)N1CCCN(CCNc2nccc(-c3c(-c4cccc(O)c4)nc4sccn34)n2)S1(=O)=O	112	82	100	104	131	126	111	108	84
O=C(Oc1ccc([N+](=O)[O-])cc1)c1ccc([N+](=O)[O-])cc1	90	98	107	98	98	96	90	116	90
Cc1c(C(=O)NCCc2ccccc2)sc2ncc(-c3ccc(Br)cc3)n12	100	106	101	102	102	97	103	106	111
COc1ccc2c(ccc[n+]2CC(=O)c2ccccc2)c1	94	105	96	102	107	102	98	99	106
NC(c1ccccc1)S(=O)(=O)O (stereo not given)	102	94	90	94	105	100	109	105	110
COc1ccc(Cn2c(=O)[nH]c(=O)n(Cc3ccc(C(=O)O)cc3)c2=O)cc1	98	105	105	103	105	107	122	111	73
COC(=O)c1ccccc1C	97	94	101	98	97	105	99	96	94
C#CC#CC#CC#CC#CC#CC#CC#CC[C@@H]1OC[C@H](COC(=O)O[C@@H](C(=O)O[C@H]2C[C@@]3(O)[C@@H](OC(=O)c4ccccc4)[C@@H]4[C@]5(OC(C)=O)CO[C@@H]5C[C@H](O)[C@@]4(C)C(=O)[C@H](OC(C)=O)C(=C2C)C3(C)C)[C@@H](NC(=O)c2ccccc2)c2ccccc2)O1	25	13	99	30	28	38	9.3*	20	35
Cc1cc2c(C(C)C)c(O)c(O)c(C=NCCCCCC(=O)O)c2c(O)c1-c1c(C)cc2c(C(C)C)c(O)c(O)c(C=NCCCCCC(=O)O)c2c1O	57	70	76	82	81	35	32	61	64
CCc1ccc(C2=NN(c3ccc(S(N)(=O)=O)cc3)C(c3ccc(Cl)cc3)C2)cc1 (stereo not given)	100	86	83	103	102	101	87	98	95

The last two records of the part above come first, to join the parts.
SMILES	SF-295	HCT-116	HCT-15	SF-539	SW-620	SNB-19	KM12	HCC-2998	SNB-75
Cc1cc2c(C(C)C)c(O)c(O)c(C=NCCCCCC(=O)O)c2c(O)c1-c1c(C)cc2c(C(C)C)c(O)c(O)c(C=NCCCCCC(=O)O)c2c1O	57	70	76	82	81	35	32	61	64
CCc1ccc(C2=NN(c3ccc(S(N)(=O)=O)cc3)C(c3ccc(Cl)cc3)C2)cc1 (stereo not given)	100	86	83	103	102	101	87	98	95
OC1C=CC2C3C=CC(C3)C12 (stereo not given)	98	100	104	105	117	105	106	100	85
S=C(SSC(=S)N1CCOCC1)N1CCOCC1	107	40	91	96	-58*	111	69	50	104
CC1(C)C2CC=C(C=C(C#N)C#N)C1C2 (stereo not given)	98	105	97	99	105	100	107	107	93
C=C(C)C1CCC(C(=O)O)CC1 (stereo not given)	96	103	93	99	108	102	110	108	57
COC(=O)CCC(C)C1CCC2C3CCC4CC5CCC4C3(CO5)C(=O)C(Br)C12C (stereo not given)	95	92	101	106	96	101	102	107	98
Clc1cc(Cl)cc(-c2ccc(-c3ccc(/C=N/NC4=NCCN4)cc3)s2)c1	94	-10*	-62*	84	-60*	53	-2.9*	19	nt
COc1ccc(-n2c(=O)n(-c3nc4ccc(F)cc4s3)c(=O)c3ccccc32)cc1	125	98	86	111	100	99	97	110	73
CCCCN(CCCC)CC(O)c1cc2ccccc2c2cc(Br)ccc12 (stereo not given)	72	67	80	88	64	86	91	89	74
Cc1ccc(-c2c3c(C)nn(-c4ccccc4)c3nc3nc(C)[nH]c(=O)c23)cc1	96	112	99	94	103	99	114	99	88
O=c1oc2c(cnc3ccccc32)cc1Sc1ccccc1	98	97	96	100	102	100	101	108	90
COc1ccc(C2[C@@H](c3ccccc3)C(=O)N2c2cc(OC)c(OC)c(OC)c2)cc1F (stereo not given in full)	0.9*	3.4*	8.8*	15	24	31	13	15	66
CCCCN(C(=O)CCC)c1ccccc1	103	103	104	95	104	100	102	113	93
CC(=O)COc1ccc(Cl)cc1Cl	103	99	107	114	97	118	113	109	nt
CC(=O)OCC(=O)[C@@]1(O)CC[C@H]2[C@@H]3C[C@H](F)C4=CC(=O)CC[C@]4(C)[C@H]3C(=O)C[C@@]21C	126	98	101	97	113	98	110	89	94
O=c1c(C=Nc2ccc(Cl)cc2)c(O)n(-c2ccc(Cl)cc2)n1-c1ccc(Cl)cc1	77	56	59	85	60	92	38	97	82
C/C(=N\Nc1nc(-c2ccc(Cl)cc2)cs1)c1nnn(-c2ccc(C(=O)O)cc2)c1C	89	94	91	100	102	90	99	100	nt
CC(=O)N1N=C(c2ccc(F)cc2)CC1c1sc(N(C)Cc2ccccc2)nc1Cl (stereo not given)	98	84	88	104	99	101	92	91	92
O=C(C[n+]1cccc2cc[nH]c21)c1ccc(Br)cc1	89	83	94	96	88	94	99	106	66
CN1CCN(C(=O)Oc2cc3c(c4ccccc24)[C@H](CCl)CN3C(=O)c2cc3cc(OCCCN4CCC4)ccc3[nH]2)[C@@H]2CSSC[C@H]21	-7.4*	1.5*	2.1*	-59*	4.9*	-65*	-41*	-83*	-65*
Cn1cc(-c2nn3cc(-c4ccc(C(F)(F)F)cc4)nc3s2)c2ccccc21	97	103	96	99	105	95	104	104	109
CCOC(=O)COc1ccc(C(CC)C(CC)c2ccc(OCC(=O)OCC)cc2)cc1 (stereo not given)	101&108	88&98	98&93	101&119	102&101	112&95	108&106	98&108	107&144
O=S(=O)(Nc1ccc(Cl)nn1)c1ccc(NC(=S)OCCO)cc1	104	96	110	91	93	103	103	105	70
O=C(CSc1nnc(-c2ccncc2)n1-c1ccccc1)c1ccc(Cl)cc1	89	89	85	94	91	89	86	111	93
COc1ccc(-n2cnc3c(sc4ncc(Br)cc43)c2=O)cc1	nt	81	98	92	98	96	98	103	106
Cc1cc2c(C(C)C)c(O)c(O)c(C=Nc3cccc(C(F)(F)F)c3)c2c(O)c1-c1c(C)cc2c(C(C)C)c(O)c(O)c(C=Nc3cccc(C(F)(F)F)c3)c2c1O	43	54	56	84	75	38	37	65	78

(more compounds)
SMILES	SF-295	HCT-116	HCT-15	SF-539	SW-620	SNB-19	KM12	HCC-2998	SNB-75
CSc1nc(Nc2ccc(C(C)=O)cc2)c(C#N)c(-c2cccc([N+](=O)[O-])c2)n1	101	92	99	100	100	102	100	113	95
O=C(N/N=C/c1cc(Cl)ccc1O)C(=O)N/N=C/c1cc(Cl)ccc1O	52	60	45	57	61	83	59	60	72
COC(=O)c1sccc1-c1cc(O)c(C(=O)Nc2ccccc2)s1	99	95	98	99	109	107	87	109	72
COc1ccc(-c2cn(Cc3ccc4c(Br)cc(Br)c(O)c4n3)nn2)cc1	104	78	39	101	75	97	99	101	72
COc1ccc(C2=C(c3cn(C)c4ccccc34)C(=O)OC2)cc1OC	23	29	24	-12*	20	38	26	66	-29*
O=C1C2=C(CCCC2)C(=O)c2ccccc21	100	100	96	105	118	107	99	110	59
O=C(Nc1ncc(Cc2ccccc2Cl)s1)c1ccc2nnsc2c1	91	79	78	90	84	98	78	94	103
Nc1ccc(-c2csc(-c3ccc(Br)cc3)n2)cc1	nt	107	98	98	111	99	114	101	62
C=C1C(=O)O[C@H]2[C@H]1CC/C(C=Nc1c(N)cc(C(F)(F)F)cc1C(F)(F)F)=C\CC[C@@]1(C)O[C@@H]21	50	-73*	-31*	-84*	-55*	37	14	-77*	49
COc1ccc(/C(=N/NC(N)=O)C(OC)OC)cc1	99	98	101	94	98	113	106	118	83
CN(Cc1ccc(C(F)(F)F)cc1)CC(O)C(=O)Nc1ccc(Cl)cc1 (stereo not given)	-70*	-94*	-15*	22	-41*	31	-36*	-48*	25
COc1ccccc1NCc1cccn1Cc1ccc(Cl)cc1	105	74	91	105	97	96	97	94	88
Cc1cc(C)c(C(=O)O)c(C)c1Br	108	106	108	109	111	98	104	98	110
Cn1c(=O)c2[nH]c(COc3ccccc3)nc2n(C)c1=O	115	105	106	99	108	98	112	nt	101
COc1ccc(-n2nc[nH]c2=O)cc1	103	94	103	106	98	98	107	108	82
COc1cc(F)c(-c2nc3c(C)cccc3n2Cc2c(F)cccc2F)c(F)c1	80	75	82	101	92	92	90	82	72
Cc1ccc(O)c(C(=O)c2ccccc2)c1	106	102	104	101	100	92	106	nt	97
O=C(COc1ccc(/C=C2\C(=O)Nc3cc(Cl)ccc32)cc1)Nc1ccc(Cl)cc1	66	55	43	67	55	82	36	96	79
O=C(CCc1nnc2sc(/C=C/c3ccccc3)nn12)c1nc2ncccc2[nH]1	100	90	103	82	104	103	102	121	114
CN1c2ccccc2C(C)(C)C12C=Cc1cc(O)ccc1O2 (stereo not given)	56	68	43	26	47	61	19	83	43
Nc1nc(N)c2cc(S(=O)(=O)c3cccc(C(F)(F)F)c3)ccc2n1	nt	16	33	51	25	44	53	37	nt
OC(Cc1cccc(/C=N/N2CCOCC2)n1)(C(F)(F)F)C(F)(F)F	94&98	99&107	108&104	107&101	103&111	98&105	101&102	113&107	102&95
O=C(Nc1cccc(-n2ccc3c(NC(=O)c4ccccc4)nccc32)c1)c1cc(N2CCOCC2)cc(C(F)(F)F)c1	-24*	1.4*	3.2*	-23*	14	26	-3.6*	29	39
OC(CN1CCOCC1)c1ccccc1 (stereo not given)	88	87	94	103	103	111	96	82	69
CC(C#N)C(N)=O (stereo not given)	105	101	103	95	109	102	110	107	91

Next section, starting with the last 7 of the part before.
SMILES	SF-295	HCT-116	HCT-15	SF-539	SW-620	SNB-19	KM12	HCC-2998	SNB-75
O=C(CCc1nnc2sc(/C=C/c3ccccc3)nn12)c1nc2ncccc2[nH]1	100	90	103	82	104	103	102	121	114
CN1c2ccccc2C(C)(C)C12C=Cc1cc(O)ccc1O2 (stereo not given)	56	68	43	26	47	61	19	83	43
Nc1nc(N)c2cc(S(=O)(=O)c3cccc(C(F)(F)F)c3)ccc2n1	nt	16	33	51	25	44	53	37	nt
OC(Cc1cccc(/C=N/N2CCOCC2)n1)(C(F)(F)F)C(F)(F)F	94&98	99&107	108&104	107&101	103&111	98&105	101&102	113&107	102&95
O=C(Nc1cccc(-n2ccc3c(NC(=O)c4ccccc4)nccc32)c1)c1cc(N2CCOCC2)cc(C(F)(F)F)c1	-24*	1.4*	3.2*	-23*	14	26	-3.6*	29	39
OC(CN1CCOCC1)c1ccccc1 (stereo not given)	88	87	94	103	103	111	96	82	69
CC(C#N)C(N)=O (stereo not given)	105	101	103	95	109	102	110	107	91
COC(=O)C(C)CN1CCOCC1 (stereo not given)	103	110	108	104	102	104	111	105	100
COC(=O)/C=C1/SC(=Nc2ccc([N+](=O)[O-])cc2)N(CCc2c[nH]c3ccccc23)C1=O	84	22	30	80	47	69	66	78	84
Cc1c(Cl)ccc2c(C(O)CBr)cc(-c3ccccc3)nc12 (stereo not given)	116	90	104	99	102	102	112	nt	110
COc1ccc(N=C(c2ccccc2)C2C(=O)c3ccccc3C2=O)cc1	67	81	67	72	71	90	100	112	76
O=c1[nH]c(NCc2ccccc2)nc2nc(Nc3ccc(NC(=S)Nc4ccccc4)cc3)nc(-c3ccc(O)cc3O)c12	147	99	105	108	96	92	96	113	92
O=C(CCc1cccs1)Nc1ncc(Cc2ccccc2)s1	101	108	104	94	113	97	113	103	93
O=C1C=C(NCCNCCO)C(=O)c2ccccc21	74	75	78	62	69	51	80	96	67
CC1(C)CC[C@]2(C(=O)O)CC[C@]3(C)C(=CCC4[C@@]5(C)C[C@@H](O)[C@@H]6OC(c7cc(F)cc(F)c7)OC[C@@]6(C)C5CC[C@]43C)C2C1 (stereo not given in full)	77	30	44	99	53	80	50	54	94
O=[N+]([O-])c1ccc(-c2nc(N(CCO)CCO)c3ccccc3n2)o1	-32*	-8.0*	-3.1*	-49*	-8.1*	-1.0*	-29*	-93*	-92*
CCCCCCCCc1ccc(C(=O)Nc2cccc(CP(=O)(O)O)c2)cc1	89	97	93	98	103	nt	103	108	94
CCOC(OCC)c1nc(N)nc(N)c1-c1ccc(Cl)cc1	92	107	98	100	99	95	113	106	84
